hcDAF12 agonist: H. contortus DAF-12 nuclear receptor activators, primary screen, cell-based, luminescence, HEK293, lit1-tk-luc reporter | HEK293 hcDAF-12 lit1-tk-luc reporter; 0% DMSO, 100% Δ7-dafachronic acid | activation, % at 6.8 µM | 370,000 tested, 1.4% active;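 active means activation above the mean of all tested compounds plus 3 SD, cut at about 5.5% in these data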;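 further: 100% = response to 3 µM Δ7-dafachronic acid high control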
DAX1 inh-1: DAX1 (NR0B1) inhibitors, primary screen, cell-based, HEK293, Gal4-DAX1, luciferase luminescence | Nuclear receptor subfamily 0 group B member 1 (Homo sapiens), P51843 | HEK293 Gal4-DAX1 luciferase reporter | inhibition, % at 6.75 µM | 340,000 tested, 0.99% active | AID 504766, 2011;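 active means inhibition above the mean over all tested compounds plus 3 SD, cut at about 4.2% in these data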;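 further: 0% = DAX1-transfected cells with DMSO and 100% = empty-vector control cells with DMSO; inhibition shows as a rise in luminescence from relieved DAX1 repression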
Target sequence (P51843 207-470 limits assumed): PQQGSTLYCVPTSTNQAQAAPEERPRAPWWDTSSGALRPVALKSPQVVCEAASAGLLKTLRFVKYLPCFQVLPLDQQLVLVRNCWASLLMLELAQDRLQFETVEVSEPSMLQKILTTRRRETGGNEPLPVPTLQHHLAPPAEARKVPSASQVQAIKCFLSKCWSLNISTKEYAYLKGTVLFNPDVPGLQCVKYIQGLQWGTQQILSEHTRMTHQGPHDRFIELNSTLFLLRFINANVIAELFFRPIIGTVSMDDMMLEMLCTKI
ADAM10 inh: human ADAM10 inhibitors, primary screen, biochemical, QFRET, HTS | 370,000 tested, 0.62% active | Disintegrin and metalloproteinase domain-containing protein 10 (Homo sapiens), O14672 | recombinant ADAM10, EDANS/DABCYL FRET peptide cleavage, 3 h | inhibition, % at 7 µM;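 active means inhibition above a per-campaign cutoff equal to the mean of compounds falling between control-based bounds plus 3 SD, cut at about 20% in these data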;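 further: 0% = DMSO wells while the 100% control is not disclosed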
PG9 Ab binder: binders of HIV-1 gp120 antibody PG9, primary screen, biochemical, TR-FRET | HIV-1 gp120 / PG9 antibody interaction | TR-FRET gp120-PG9 antibody binding | 360,000 tested, 0.43% active | AID 624416, 2012 | inhibition, % at 6.7 µM; in the data active means inhibition above about 8.5%
ADAM17 inh: ADAM17 inhibitors, primary screen, biochemical, QFRET; recombinant ADAM17, EDANS/DABCYL FRET peptide cleavage; inhibition, % at 6.95 µM; 370,000 tested, 0.83% active;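 active means inhibition above the mean of compounds lying between control limits plus 3 SD, set per campaign, cut at about 8.5% in these data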;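 further: 0% = DMSO-only wells as the low control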
Target sequence (P78536 215-824 limits assumed): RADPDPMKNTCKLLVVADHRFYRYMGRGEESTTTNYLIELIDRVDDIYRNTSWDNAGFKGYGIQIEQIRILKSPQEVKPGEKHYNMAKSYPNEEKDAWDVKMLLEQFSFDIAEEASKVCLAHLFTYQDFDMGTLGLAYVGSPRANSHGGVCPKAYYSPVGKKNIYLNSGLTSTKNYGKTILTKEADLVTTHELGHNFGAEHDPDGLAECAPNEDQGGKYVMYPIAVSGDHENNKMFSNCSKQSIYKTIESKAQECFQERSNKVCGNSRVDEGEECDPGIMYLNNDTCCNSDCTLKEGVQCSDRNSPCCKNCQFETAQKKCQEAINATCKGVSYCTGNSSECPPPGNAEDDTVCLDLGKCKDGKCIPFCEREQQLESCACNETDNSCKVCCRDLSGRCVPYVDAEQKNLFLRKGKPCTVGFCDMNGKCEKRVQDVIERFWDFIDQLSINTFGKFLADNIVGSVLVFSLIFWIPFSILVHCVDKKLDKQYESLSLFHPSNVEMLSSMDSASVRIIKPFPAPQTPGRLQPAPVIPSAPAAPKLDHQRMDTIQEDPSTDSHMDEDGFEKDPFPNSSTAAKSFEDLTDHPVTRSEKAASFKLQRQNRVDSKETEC
hgDAF12 agonist: H. glycines DAF-12 receptor agonists, primary screen, cell-based, luminescence, HEK293, GAL4 fusion, UAS-luciferase; HEK293 GAL4-hgDAF12 UAS-luciferase reporter, agonist luminescence; normalized to butyrate control; activation, % at 6.8 µM; 370,000 tested, 1.8% active; AID 687014, 2013;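 active means activation above a cutoff set at the mean of all screened compounds plus 3 SD, cut at about 10% in these data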;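 further: 0% = DMSO wells and 100% = sodium butyrate wells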
ssDAF-12 act: S. stercoralis DAF-12 nuclear receptor activators, primary screen, cell-based, luminescence, HEK293, GRIP1 co-expression, lit1-tk-luc; Nuclear hormone receptor DAF-12 (Strongyloides stercoralis); HEK293 ssDAF-12/GRIP1 lit1-tk-luc reporter; % of 3 µM dafachronic acid response; activation, % at 6.8 µM; 370,000 tested, 1% active;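 active means activation above the mean over all tested compounds plus 3 SD, cut at about 0.9% in these data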;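 further: 0% = DMSO-only wells and 100% = 3 µM delta7-dafachronic acid wells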
GC-A act: GC-A stimulated cGMP production enhancers – HEK293 GC-A cells, cGMP TR-FRET, EC30 ANP, primary screen; AID 1671463, 2021; Atrial natriuretic peptide receptor 1 (Homo sapiens), P16066; activation, % at 10 µM; 0% at EC30 ANP, 100% saturating ANP; 370,000 tested, 0.14% active; in the data active means activation above about 40%
FXN GAA850 act: FXN promoter activators, primary screen, cell-based, luciferase luminescence, HEK293 lucGAA850. HEK293 lucGAA850 FXN promoter luciferase reporter, 24 h; percent of 10 µM SAHA response. activation, % at 6 µM. 360,000 tested, 0.56% active;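 active means activation above the average of all compounds screened plus 3 SD, cutoff fixed separately per campaign, cut at about 7.5% in these data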;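 further: 0% = DMSO wells and 100% = 10 µM SAHA wells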
SMARCA2 activ: SMARCA2 (BRM) function activators, primary screen, cell-based, luminescence, high throughput. MG213 cells, MMTV-luciferase reporter, dexamethasone, overnight. activation, % at 9.1 µM. 370,000 tested, 1% active; in the data active means activation above about 7.8%;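 further: 0% = vehicle wells and 100% = reference activator wells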
DAX1 inh-2: DAX1 (NR0B1) inhibitors on StAR promoter, primary screen, cell-based, luminescence, SF-1 (NR5A1), full-length DAX-1. HEK293T StAR-luciferase reporter, SF-1/DAX-1 repression relief. inhibition, % at 6.8 µM. 370,000 tested, 1.1% active. AID 652010, 2013;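 active means inhibition above the mean over all tested compounds plus 3 SD, cut at about 3.6% in these data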;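 further: 0% = DAX-1 cells with DMSO and 100% = cells lacking DAX-1 with DMSO; higher inhibition means more luminescence from relief of DAX-1 repression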
Numbers without * were called inactive; i = inactive; nt = not tested or not shown.

smiles	hcDAF12 agonist	DAX1 inh-1	FXN GAA850 act	DAX1 inh-2	hgDAF12 agonist	ADAM17 inh	ssDAF-12 act	SMARCA2 activ	ADAM10 inh	GC-A act	PG9 Ab binder
CCOC(=O)N1CCN(S(=O)(=O)c2ccc([N+](=O)[O-])cc2)CC1	-1.2	-0.4	-0.7	-0.8	1.4	-6	-1.6	-5	-10	-2	-2.1
CC(=O)N1CCN(S(=O)(=O)c2cccc(C(=O)NCCC3=CCCCC3)c2)CC1	-1.6	-0.2	-0.6	-0.1	0.4	-6	-1.3	0	-1	-2	2.6
CC1=C(C#N)CCC(=O)N1Cc1c(F)cccc1Cl	-2.1	-0.7	0.0	-0.3	0.2	0	-1.1	0	0	6	-0.4
O=C(Nc1cccc(Cl)c1)OCCOc1ccccc1	0.8	6.0*	5.2	0.1	4.4	5	-1.1	3	9	2	0.1
Cc1sc2nc(COC(=O)CNC(=O)c3ccccc3Cl)[nH]c(=O)c2c1C	-0.6	nt	nt	1.0	0.0	4	-0.8	-2	9	0	nt
CC(CCc1ccco1)NC(=O)c1cc2c(-c3ccccc3F)nn(C)c2s1 (centres undefined)	-1.1	-1.5	-2.4	-2.5	-3.5	-15	-1.3	-3	-72	4	1.8
N#Cc1c(-c2ccccc2)c(-c2ccccc2)n(Cc2ccco2)c1NC(=O)c1cccs1	-0.6	-0.6	-1.2	-1.0	-3.1	7	-0.6	-3	20*	-7	-0.3
N#Cc1cc(-c2ccc(Cl)cc2)cn(Cc2c(Cl)cccc2Cl)c1=O	-1.2	0.1	2.5	0.2	0.1	-10	-2.0	-3	-19	-15	1.4
CN(C)c1oc(-c2ccccc2Cl)nc1P(=O)(c1ccccc1)c1ccccc1	-3.6	0.1	1.5	-0.8	-5.5	-26	-0.9	-1	-88	-45	1.3
O=C(COc1ccc(Cl)cc1)Nc1ccc(Cc2ccncc2)cc1	-1.9	-1.1	-0.1	-0.2	-2.4	-1	-2.1	-7	-6	4	-0.8
CCN(C(=O)CSc1nnnn1-c1cc(C)ccc1OC)C1CCS(=O)(=O)C1 (centres undefined)	-0.7	-0.6	-0.5	0.1	0.4	1	-0.8	-4	0	0	0.6
Cc1ccc(CNC(=O)CCCc2cn(C)c3ccccc23)cc1	-1.9	0.3	0.1	-0.6	-0.1	-5	-0.8	-4	0	-2	1.8
COCCNC(=O)CN1C(=O)/C(=C/c2ccccc2)Oc2ccc(C(C)(C)C)cc21	-0.6	-0.1	4.6	-0.1	0.0	-11	-1.5	-1	-30	4	0.2
CC12CCC(C(=O)NCc3ccccc3Cl)(OC1=O)C2(C)C (centres undefined)	-0.8	0.9	-0.3	1.0	0.7	-6	0.3	0	7	4	-0.8
CCOC(=O)c1ccc(N2C(=O)CC(N(Cc3ccc4c(c3)OCO4)C(=O)Nc3ccccc3)C2=O)cc1 (centres undefined)	-0.2	-0.6	-5.0	-0.9	-1.1	0	-1.6	-3	4	-3	-1.5
Cc1ccccc1OCC(=O)Nc1ccc2c(c1)COC2=O	-0.9	0.9	0.4	-0.5	1.7	1	-1.3	1	0	2	-2.7
O=C1C2C3C=CC([C@@H]2C(=O)N1Cc1cccnc1)C31CC1 (some centres undefined)	-2.4	-0.1	-0.9	0.1	-3.2	-4	-0.8	-1	8	1	1.6
COc1ccc(O)c(C(=O)c2cnc3onc(C)c3c2)c1	-0.3	1.4	0.3	-0.2	0.8	-9	-0.1	0	-8	5	-1.6
O=C(Cc1cccc(NC(=O)C2CCN(C(=O)CCc3ccccc3)CC2)c1)Nc1cccc(C(=O)N2CCCCC2)c1	-1.9	-1.2	0.7	-1.4	-0.4	-2	-1.5	0	-1	-2	0.0
Cc1nnc(SC(C(=O)Nc2ccc(Cl)c([N+](=O)[O-])c2)c2ccccc2)[nH]c1=O (centres undefined)	-1.4	0.4	-1.7	-2.9	-1.5	-3	-1.8	-3	-2	2	-0.6

smiles	hcDAF12 agonist	DAX1 inh-1	FXN GAA850 act	DAX1 inh-2	hgDAF12 agonist	ADAM17 inh	ssDAF-12 act	SMARCA2 activ	ADAM10 inh	GC-A act	PG9 Ab binder
CN(C)/C=C1\SC(=S)N(c2ccc(F)cc2)C1=O	0.2	2.6	4.5	-0.2	2.1	-4	-1.5	0	-2	4	-0.6
COc1cccc(OC)c1OCc1cc(C2C3CCCC=C3C(C#N)=C(N)C2(C#N)C#N)c(C)cc1C (centres undefined)	0.8	0.3	1.8	-0.8	-2.5	-5	-1.1	-2	-17	-9	-2.3
O=[N+]([O-])c1cccc2c(Cl)ccnc12	-0.6	-0.9	1.8	-0.1	-0.3	0	-1.1	-2	3	-3	1.1
CCCC(=O)NCc1nc2ccccc2n1C	0.6	0.5	1.7	0.4	-0.4	-7	-1.3	-1	-17	1	-0.7
Cn1c(=O)oc2ccc(S(=O)(=O)Nc3ccc(Cl)cc3[N+](=O)[O-])cc21	0.8	nt	nt	0.8	2.6	-1	-1.1	-3	-9	4	0.4
Cn1c(=O)c2c(nc(NCc3cccnc3)n2Cc2cccc(C(F)(F)F)c2)n(C)c1=O	-2.2	0.2	-0.3	-0.7	-2.8	4	-1.3	-3	6	-1	-1.9
COC(=O)[C@]12C[C@H](CC(=O)NCc3ccc(C)o3)C(=O)N(Cc3ccc(Cl)cc3Cl)C1=C[C@H](C(C)(C)C)O[C@@H]2C	-2.0	nt	nt	-0.6	0.7	7	-1.0	-4	10	-8	nt
COc1cc(C2C3C(=O)N(c4ccccc4)C(=O)C3ON2c2ccccc2)ccc1O (centres undefined)	-1.2	-0.3	-1.7	-0.2	-2.3	-8	-0.9	0	-6	-4	0.1
CCc1nc2c(OCCC3CCCCC3)cccn2c1N(C)C(=O)c1ccccc1F	-1.9	nt	-0.1	0.5	-2.8	5	-0.6	-9	-17	2	0.4
COc1ccc(-c2sc3ccccc3c2C#CCCO)cc1	-1.3	-0.5	1.8	-0.6	0.6	-23	-1.1	0	-76	-4	-1.5
CN=C1NN=C(c2cc(C)n(-c3c(C)n(C)n(-c4ccccc4)c3=O)c2C)CS1	-0.4	0.1	1.1	0.2	-0.6	-5	-1.4	4	-3	-2	2.0
COc1ccc(CNCCSc2nnnn2C)c(OC)c1OC	-0.1	-0.3	-0.5	-0.5	0.0	0	-1.8	3	0	-3	-1.0
CC1(C)CC(CC(=O)O)(c2ccc(F)cc2)CCO1 (centres undefined)	-1.0	0.6	0.9	-0.5	0.9	0	-1.6	-1	-5	23	0.4
O=C(CN1C(=O)C2CCCCC2C1=O)N1CCN(c2ncccn2)CC1 (centres undefined)	-1.3	-1.2	2.5	0.1	-0.4	-4	-1.4	1	-6	5	-0.2
COc1ccc(-n2c(SCC(=O)Nc3cccc4ccccc34)nnc2-c2ccco2)cc1	-1.5	nt	nt	-1.3	1.3	4	-1.0	1	11	-8	nt
Clc1ccc(OCCCCCN2CCOCC2)cc1	-0.4	-0.4	-0.8	-0.4	-2.1	1	-1.0	3	8	7	-0.8
CCC(NC(=O)Cc1cccs1)c1ccccc1 (centres undefined)	-1.3	0.8	-1.4	-0.2	-3.0	1	-1.7	-2	-1	1	-1.8
Cc1cccc(NC(=S)N(CCN(C)C)Cc2cccs2)c1	-1.5	0.2	0.6	1.1	-1.9	-2	-1.9	0	-1	-3	-1.2
CCOC(=O)c1c(N)sc(C(O)(C(F)(F)F)C(F)(F)F)c1-c1ccccc1	-1.6	0.1	4.0	0.1	0.0	7	-0.7	2	12	1	-1.5
Clc1cccc(Cl)c1CSc1nnc(CN2CCOCC2)n1-c1ccccc1	-1.8	-0.5	-1.9	-0.3	5.3	0	-1.6	-1	4	-3	-0.2

smiles	hcDAF12 agonist	DAX1 inh-1	FXN GAA850 act	DAX1 inh-2	hgDAF12 agonist	ADAM17 inh	ssDAF-12 act	SMARCA2 activ	ADAM10 inh	GC-A act	PG9 Ab binder
Cc1cnc(NC(=O)c2cc(S(=O)(=O)N(C)C)ccc2N2CCCC2)s1	-1.3	nt	-1.6	0.3	-0.6	-16	-1.4	-3	-46	3	1.9
Cc1cc(CCNC=O)c(C)c2c1sc1ccccc12	-1.2	-0.1	0.1	0.8	5.5	5	-0.5	1	-4	-8	-0.3
Cc1nc(C)c(CCNC(=O)c2ccc(C(F)(F)F)cc2)s1	-2.0	-0.2	2.4	0.1	-0.9	-1	-1.7	0	-4	0	-0.2
O=C(NCCCCNC(=O)c1cccnc1)c1cccnc1	-0.1	-0.5	-0.7	-0.3	1.9	-1	-1.6	-1	-2	0	0.8
Fc1cccc(Cc2c(C3CCCCC3)nc3c4ccccc4ccn23)c1	8.6*	nt	nt	3.4	10	-13	0.9	3	-40	-3	-1.5
COc1ccccc1NS(=O)(=O)c1ccc(C(=O)N2CCN(c3ccccn3)CC2)cc1	-2.8	0.2	0.6	-1.8	-2.5	-2	-1.2	-2	-1	-2	0.9
COc1cccc(N(CC(=O)NCC2CCCO2)C(=O)CCC(=O)Nc2nccs2)c1 (centres undefined)	-1.0	0.9	0.0	-0.2	0.9	-3	-0.8	-6	-6	-2	-2.3
Cc1ccc(S(=O)(=O)/N=C(/Nc2nc(C)cc(C)n2)N2CCOCC2)cc1	-1.2	0.8	-1.4	0.5	0.6	-15	-1.0	-3	-38	3	0.4
COc1ccc(-c2ccc(-c3noc(C(C)C)n3)c(OC)n2)cc1	-0.7	-0.3	2.2	0.6	4.2	-309	-1.2	3	i	-1	-0.5
Cn1c(=O)c2cc(NC(=O)NCc3ccc(F)cc3)ccc2n1C/C=C/c1ccccc1	-1.1	nt	-3.4	1.8	5.3	-112	-1.6	0	-435	-2	3.7
COc1ccc2c(c1)c(C(C)=O)c(C)n2CCc1ccccc1	-4.1	-3.4	1.0	-1.6	-7.7	-1	-2.0	-5	-3	-8	0.7
CC(=O)Nc1c2c(nn1-c1ccc(C)cc1)CSC2	-2.0	-0.1	3.7	0.4	2.4	0	-1.6	1	8	-2	1.6
COC(=O)c1c(NC(=O)Cc2ccccc2)sc2c1CC(C)(C)NC2(C)C	-1.1	1.0	-0.6	0.2	0.0	1	-2.1	12*	-11	3	1.0

Whole records, quoted from the list. Values in the order: hcDAF12 agonist, DAX1 inh-1, FXN GAA850 act, DAX1 inh-2, hgDAF12 agonist, ADAM17 inh, ssDAF-12 act, SMARCA2 activ, ADAM10 inh, GC-A act, PG9 Ab binder
Entry for `COc1ccc(-c2sc3ccccc3c2C#CCCO)cc1` : -1.3, -0.5, 1.8, -0.6, 0.6, -23, -1.1, 0, -76, -4, -1.5
Entry for `CC12CCC(C(=O)NCc3ccccc3Cl)(OC1=O)C2(C)C` (centres undefined) : -0.8, 0.9, -0.3, 1.0, 0.7, -6, 0.3, 0, 7, 4, -0.8

Compound activity as filed in PubChem BioAssay.
